Screens (PubChem)
EBI2 block = antagonists of human EBI2 receptor. AID 651636. 360,000 compounds, 0.81% hits. EBI2 beta-arrestin recruitment, luminescence, 7a,25-OHC stimulated. inhibition, % at 5 µM; in the data active means inhibition above about 38%;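 further: enzyme fragment complementation signal reports receptor beta-arrestin coupling in cells; 0% = agonist plus DMSO wells and 100% = wells without agonist; some results beyond the cut were filed as inactive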
Target sequence (P32249 whole entry, looked up, the tested form may be a part): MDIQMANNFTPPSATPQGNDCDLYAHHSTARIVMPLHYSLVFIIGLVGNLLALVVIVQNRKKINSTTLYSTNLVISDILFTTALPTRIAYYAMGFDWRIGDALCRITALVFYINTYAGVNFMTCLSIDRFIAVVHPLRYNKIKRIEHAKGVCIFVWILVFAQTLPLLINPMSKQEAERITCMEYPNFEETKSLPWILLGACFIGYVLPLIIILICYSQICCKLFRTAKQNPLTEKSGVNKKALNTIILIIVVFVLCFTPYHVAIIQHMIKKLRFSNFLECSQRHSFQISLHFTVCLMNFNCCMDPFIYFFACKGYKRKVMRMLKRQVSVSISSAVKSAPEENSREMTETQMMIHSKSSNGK
UBC13 polyUb = human UBC13 polyubiquitination inhibition; P61088; UBC13 polyubiquitin chain formation, TR-FRET; inhibition, % at 20 µM; 330,000 compounds, 0.47% hits; in the data active means inhibition above about 45%, passing the limit was not always enough
CXCR6 inh = inhibitors of human CXCR6 receptor | O00574 | CHO-K1 PathHunter CXCR6 beta-arrestin, luminescence | inhibition, % at 20 µM | 360,000 compounds, 0.36% hits; in the data active means inhibition above about 34%, passing the limit was not always enough;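 further: antagonist mode with CXCL16 agonist at 10 nM final; 0% = 10 nM CXCL16 with DMSO and 100% = unstimulated wells without agonist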
Target sequence (O00574 whole entry, looked up): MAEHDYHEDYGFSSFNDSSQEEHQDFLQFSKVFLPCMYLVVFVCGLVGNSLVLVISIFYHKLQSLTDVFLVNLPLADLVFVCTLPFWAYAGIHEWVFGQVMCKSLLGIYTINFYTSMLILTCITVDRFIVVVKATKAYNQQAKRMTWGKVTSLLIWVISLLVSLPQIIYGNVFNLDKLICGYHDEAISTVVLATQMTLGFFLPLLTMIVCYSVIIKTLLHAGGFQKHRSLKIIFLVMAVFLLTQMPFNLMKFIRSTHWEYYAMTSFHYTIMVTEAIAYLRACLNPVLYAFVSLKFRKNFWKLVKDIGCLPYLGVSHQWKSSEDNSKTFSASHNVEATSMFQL
CCR6 antagonist = blocks CCL20-driven beta-arrestin recruitment at human CCR6; inhibition, % at 20 µM; CHO-K1 CCR6 PathHunter beta-arrestin, luminescence, CCL20-stimulated; 340,000 compounds, 0.49% hits; AID 493098;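 active means compounds whose inhibition of the agonist-driven luminescence signal at 20 µM reaches about 50%, limit read from the data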;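 further: cells stimulated with CCL20 at 14 nM final; plate controls were DMSO with CCL20 for no effect and DMSO without agonist for full effect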
ATG4B inh = blocks human ATG4B protease cleavage of LC3 substrate. ATG4B cleavage of LC3-PLA2, NBD-HPC fluorescence, 1 h. Q9Y4P1. inhibition, % at 8.33 µM. 340,000 compounds, 0.51% hits; in the data active means inhibition above about 40%
APJ antagonist = antagonists of human APJ apelin receptor; 330,000 compounds, 0.32% hits; CHO-K1 APJ beta-arrestin complementation, luminescence; P35414; inhibition, % at 20 µM; AID 2521;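 active means inhibition above about 40% at 20 µM, limit read from the data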;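 further: cells challenged with 10 nM apelin-13 agonist together with compound; plate controls were apelin-13 plus DMSO wells for no effect and DMSO wells lacking apelin-13 for full effect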
Target sequence (P35414 whole entry, looked up): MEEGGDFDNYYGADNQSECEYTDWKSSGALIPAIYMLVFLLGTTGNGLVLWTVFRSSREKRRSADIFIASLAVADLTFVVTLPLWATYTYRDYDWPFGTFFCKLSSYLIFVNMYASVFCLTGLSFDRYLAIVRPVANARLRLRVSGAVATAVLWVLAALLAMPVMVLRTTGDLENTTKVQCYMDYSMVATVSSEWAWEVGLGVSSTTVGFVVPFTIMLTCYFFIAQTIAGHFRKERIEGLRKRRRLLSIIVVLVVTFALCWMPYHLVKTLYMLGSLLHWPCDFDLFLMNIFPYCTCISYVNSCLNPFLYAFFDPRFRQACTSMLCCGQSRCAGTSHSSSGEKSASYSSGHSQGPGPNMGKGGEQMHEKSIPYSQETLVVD
APJ ag = agonists of human APJ apelin receptor. CHO-K1 APJ PathHunter beta-arrestin, luminescence; 0% DMSO wells, 100% apelin. 330,000 compounds, 0.11% hits. AID 2520. activation, % at 20 µM;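 active means activation more than six SD over the plate average, tested at 20 µM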;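 further: 0% = DMSO alone and 100% = apelin-13 at 10 nM; some results filed as inactive read as strong as hits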
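assay system = CHO-K1 APJ beta-arrestin complementation cell line | input = cell density 1000 per well | dosing = compound 20 µM once, DMSO 1% | timing = compound 90 min 25 °C, reagent 1 h | measured by = luminescence from split beta-galactosidase complementation, Galacton Star/Emerald II substrate | read-out basis = APJ agonist activity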
Gli-Sufu block = Gli-Sufu pathway antagonism. Sufu-KO-LIGHT fibroblasts, Gli luciferase reporter luminescence. inhibition, % at 5 µM. AID 588413. 340,000 compounds, 0.74% hits;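 active means inhibition above about 55%, limit read from the data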;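 further: 0% = DMSO-treated cells and 100% = wells with medium but no cells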
The depositor's hits bear a star; nt = not tested or not shown.

entry	SMILES	APJ antagonist	Gli-Sufu block	UBC13 polyUb	CCR6 antagonist	ATG4B inh	EBI2 block	APJ ag	CXCR6 inh
1	Cc1ccc2nc(Nc3ccccc3)cc(C)c2c1	-23	-18	16	-5	2	7	-1	-3
2	O=C(NCc1ccccn1)C1CC(c2ccc(F)cc2)=NO1 (centres undefined)	6	2	-25	0	-6	-5	-2	4
3	Cc1ccc(NC(=O)/C(=C/c2cccc([N+](=O)[O-])c2)NC(=O)C2CCCCC2)c(C)c1	27	14	-1	6	-3	6	-2	-11
4	CN(c1ccccc1)S(=O)(=O)c1cccc(NC(=O)CSc2nncn2C)c1	-6	-4	2	2	-1	-6	3	-10
5	COc1cccc(O)c1CN1CCC(C(=O)Nc2ccc(Oc3cccnc3)cc2)CC1	12	51	0	-6	1	1	17	-20
6	CCOC(=O)C1(Cc2ccc(OC)cc2)CCN(C(=O)CN2CCN(CC)CC2)CC1	-1	6	5	1	5	-3	-3	0
7	COc1cc(NC(=O)COc2ccc3c(C)cc(=O)oc3c2C)cc(OC)c1OC	12	10	-7	13	-2	1	4	-6
8	Cc1cc(C)c(Cc2c(C)nc3c(C(=O)NCc4ccco4)cnn3c2C)c(C)c1	6	15	16	7	-10	25	-3	11
9	COc1ccc2nc(SC(C)C(=O)NC3CCCC3)[nH]c2c1 (centres undefined)	16	15	4	0	0	-15	-5	8
10	COc1ccc(CCC(=O)NNC(=O)c2cc(Cl)ccc2OC)cc1	3	-29	10	0	0	5	-1	-6
11	CCN(CC)C(=O)Cn1cc(S(=O)(=O)CC(=O)NCc2ccc(F)cc2)c2ccccc21	-1	2	4	-8	1	-2	-5	10
12	CCOC(=O)N1CCC(N2CCN(C3CCCC3)C(CCO)C2)CC1 (centres undefined)	-3	-2	4	0	-6	-8	-3	2
13	CCOC(=O)C1=C(C)NC(C)=C(C(=O)OCC)C1C(=O)OCC(=O)N1CCOCC1	11	-5	6	7	-4	1	-5	-2
14	COc1ccc(NC(=O)c2ccc3c(c2)OCO3)cc1S(=O)(=O)N1CCOCC1	-3	-8	-9	12	5	-3	-2	-9
15	CCOC(=O)c1c(NC(=O)/C=C/c2ccc3c(c2)OCO3)sc(C)c1CC	-7	-10	-11	20	-4	-2	-3	2
16	CN(C)CCNC(=O)COc1ccc(Cl)cc1Cl	14	-2	-3	3	1	-7	-2	0
17	COc1ccc(CCNC(=O)Cn2cnc3ccccc3c2=O)cc1OC	6	-6	-3	-2	34	-10	-3	-4
18	Cc1cc(NS(=O)(=O)c2ccc(NC(=S)NCc3ccccc3)cc2)no1	-2	0	-1	9	-1	8	-2	6
19	O=C(Nc1ccccc1)c1ncoc1-c1ccc(Cl)cc1	-8	-6	12	9	-11	-1	2	-8
20	CCOC(=O)C1=C(C)NC(C)=C(C(=O)OCC)C1c1sccc1C	-1	19	-11	12	-8	4	3	6
21	O=C(C[C@H]1C/C=C\CCCC(=O)OC[C@H]2CCCN2C1=O)NCCO	-3	12	-18	-7	-7	-6	-7	-6
22	O=S(=O)(NCCc1cn2ccccc2n1)c1ccc2c(c1)CCCC2	11	2	-2	11	-2	7	-3	0
23	CCOC(=O)N1CCN(C(=S)NCCOC)CC1	-4	5	2	-5	-14	2	-4	-7
24	CN(C)C(=O)[C@H]1C[C@H]1[C@@H](O)[C@H](CO)NC(=O)[C@H](COCc1ccccc1)NC(=O)OC(C)(C)C	10	4	4	8	10	-10	6	-8
25	COc1ccc(S(=O)(=O)n2cnc3ccccc32)cc1	-15	17	2	-2	0	5	0	1

Next section, starting with the last two of the part before.
entry	SMILES	APJ antagonist	Gli-Sufu block	UBC13 polyUb	CCR6 antagonist	ATG4B inh	EBI2 block	APJ ag	CXCR6 inh
24	CN(C)C(=O)[C@H]1C[C@H]1[C@@H](O)[C@H](CO)NC(=O)[C@H](COCc1ccccc1)NC(=O)OC(C)(C)C	10	4	4	8	10	-10	6	-8
25	COc1ccc(S(=O)(=O)n2cnc3ccccc32)cc1	-15	17	2	-2	0	5	0	1
26	COc1ccc(CNC(=O)C(=O)NCc2cccnc2)cc1	9	-5	1	10	-2	-8	-2	-22
27	C=CCn1c(CNc2ccc(C)cc2)nnc1SCC(=O)N/N=C/c1ccc(O)cc1	23	-2	6	-7	1	26	-3	7
28	CC(C)(C)n1nnnc1C(c1cccnc1)N1CCN(c2ccccn2)CC1 (centres undefined)	-4	-11	-8	7	6	0	0	-1
29	Cc1ccc(Nc2cc(Cl)nc(N)n2)c([N+](=O)[O-])c1	nt	2	nt	23	4	-4	nt	3
30	CCn1c(O)c(C=NCc2ccccc2)sc1=S	18	2	11	18	0	-1	-1	-6
31	Cc1cc(NC(=O)/C=C/c2cccc(F)c2)n(-c2nc3ccccc3[nH]2)n1	0	-13	-13	36	-10	14	-3	19
32	Cc1ccc(C)c(Nc2cc(C)nc3ccccc23)c1	-16	16	3	10	2	5	-1	-5
33	Cc1ccc(CNC(=O)C(C)C2Sc3ccccc3NC2=O)cc1 (centres undefined)	-15	-5	4	6	1	0	-4	2
34	COc1cccc(CNC(=O)C2CCN(c3cnccn3)CC2)c1	3	6	-8	10	3	1	-2	-6
35	Cc1ccc2c(c1)nnn2C1CCN(C(=O)c2ccccc2F)CC1	-11	-3	3	8	-6	-1	-3	-8
36	COc1ccc(CNC(=O)Cn2nc([N+](=O)[O-])c(Br)c2C)cc1	-9	-20	2	9	-6	-1	-2	5
37	O=C(NCCCNC(=O)c1c(Cl)cccc1Cl)c1c(Cl)cccc1Cl	9	2	-2	14	4	4	-4	4
38	CC(C)c1ccc(O)c(NC(=S)NC(=O)c2cccnc2)c1	59*	23	1	69*	-2	22	-10	60*
39	Nc1ccc(C(=O)N2CCN(S(=O)(=O)/C=C/c3ccccc3)CC2)cc1[N+](=O)[O-]	10	-8	-18	10	-8	2	-1	-11
40	O=C(COc1ncnc2ccccc12)NCc1ccc2c(c1)OCO2	-14	8	7	-2	0	-4	-4	-8
41	Cn1c(C(=O)NCc2cccnc2)cc2sccc21	-20	1	-4	-21	4	-9	2	-12
42	COc1ccc(Cl)cc1NC(=O)c1nnn(CC(=O)Nc2cc(C)cc(C)c2)c1N	-12	2	-5	4	0	4	-2	-3
43	CCC1(c2ccccc2)NC(=O)N(CC(=O)Nc2ccccc2N2CCCC2)C1=O (centres undefined)	-32	1	2	7	5	3	-1	1
44	O=C(OCc1ccc(Cl)c(Cl)c1)c1ccc[nH]1	14	-71	3	8	5	5	-4	-2
45	O=C(Nc1ccc2ccccc2c1)Nc1ccc2snnc2c1	-3	3	17	-6	-7	16	9	-14
46	O=C(Nc1ccccc1N1CCOCC1)c1cc(Br)c(Br)s1	14	8	-1	10	-6	6	4	-7
47	COc1ccc(CCN2C(=O)c3[nH]nc(-c4ccccc4O)c3C2c2ccc(C)cc2)cc1OC (centres undefined)	7	9	4	13	7	36	-5	14
48	CN(C)C(CNC(=O)CCc1nc2sc3c(c2c(=O)[nH]1)CCCC3)c1ccccc1 (centres undefined)	-42	16	15	15	-1	-1	-8	-8
49	COC(=O)C(NS(=O)(=O)c1cccc(S(=O)(=O)NC(C(=O)OC)c2ccccc2)c1)c1ccccc1 (centres undefined)	16	-8	9	-6	-12	-8	-7	-3
50	CC(Oc1ccc2c(-c3ccccc3)cc(=O)oc2c1)C(=O)NCCCn1ccnc1 (centres undefined)	4	-7	6	-11	-28	5	-4	-2
51	O=C(NCC1CCCO1)c1ccc2c(c1)N(Cc1ccccc1)CCS2 (centres undefined)	0	35	19	2	4	3	-4	6
52	Cc1cnc(C(=O)OCC(=O)Nc2ccc(C)c(S(=O)(=O)N3CCOCC3)c2)cn1	11	3	-2	7	-9	4	-2	-7
53	CC(C)OC(=O)c1cccnc1SCC(=O)N(C)c1ccccc1	-11	3	15	8	-2	-1	-5	5
54	Brc1ccc2c(c1)OCCOCCOCCOCCOCCO2	5	5	-4	1	1	1	0	1
55	CCC(Cc1ccccc1)NS(=O)(=O)c1ccc2c(c1)NC(=O)CS2 (centres undefined)	-21	8	6	13	-2	1	2	-12
56	COc1cccc(N(C(=O)Cn2nnc(-c3cccs3)n2)C(C(=O)NC2CCCCC2)c2ccncc2)c1 (centres undefined)	13	-23	-5	4	-9	0	-3	9
57	O=C1CCCCC(=O)N(c2ccccc2)c2ccccc21	17	-9	9	18	-1	9	-3	-2
58	CC(C)(C)NC(=O)c1nn2c(C(F)(F)F)cc(-c3ccccc3)nc2c1Br	2	2	-3	-5	3	-9	-3	2
59	C=CCN1CCN(C(=O)c2c(-c3ccccc3)noc2C)CC1	-15	-1	10	-3	-2	-2	-1	-4
60	COc1cccc(C(=O)N[C@@H](C)C(=O)N2CCC3(CC2)NCCc2[nH]cnc23)c1	12	19	-2	1	0	3	5	-7
61	COc1ccccc1CNC(=O)COC(=O)/C=C/c1ccc2ccccc2n1	5	-7	-6	15	3	12	5	12
62	Cc1ccc(CNC(=O)N2CCN(C)CC2)cc1	7	0	1	4	-2	-3	4	-8
63	COc1ccc2c(c1)[nH]c(=O)c1sc3ccccc3c12	-7	-15	0	8	-3	-10	-3	6
64	Cc1oc2ccc(O)c(CN3CCOCC3)c2c1C(C)O (centres undefined)	2	-23	-2	-9	-2	-12	-5	5
65	CC1CCN(C(=O)C2CC(c3ccc(F)cc3)=NO2)CC1 (centres undefined)	-2	-28	2	5	-7	-1	-4	3
66	Nc1ccn(C2CC(O)C(CO)O2)c(=O)n1 (centres undefined)	-17	-9	2	-5	-8	-1	-4	2
67	C=CCN(c1ccccc1)S(=O)(=O)c1cccc(C(=O)NNC(=O)c2ccncc2)c1	0	-12	-12	-4	-3	-13	8	-1
68	Cc1ccc(-c2nnc(-c3ccccc3S(=O)(=O)Cc3ccc(Cl)cc3)o2)cc1	20	-15	10	14	15	13	-3	8
69	CCN(CC)S(=O)(=O)c1ccc(N/N=C(\C)c2ccc(OC)cc2O)nc1	16	25	0	15	-13	7	-3	8
70	O=C(CCl)c1ccc2c(c1)CCN2C(=O)C1CCCCC1	31	41	13	53*	1	-8	-1	31
71	COC(=O)CCC(=O)OC1(C)C(=O)C=C2C=C(C3CC3)N(CCCOC(C)C)C=C2C1=O (centres undefined)	-62	-22	-54	-4	-1	-5	21	-9
72	Cc1ccccc1NC(=O)c1sc2nc3c(c(-c4ccco4)c2c1N)CCC3	1	-3	2	8	39	24	-6	-3
73	O=C(CSc1ncccn1)NCc1cccs1	-4	0	-7	-5	3	-1	-7	0
74	COc1cccc(CNC(=O)CCSCc2ccccc2F)c1	16	8	-6	8	4	0	0	4
75	CC(=O)c1ccccc1OC(=O)c1ccc([N+](=O)[O-])o1	-4	6	2	-1	8	3	4	-10

(cont.)
entry	SMILES	APJ antagonist	Gli-Sufu block	UBC13 polyUb	CCR6 antagonist	ATG4B inh	EBI2 block	APJ ag	CXCR6 inh
76	O=C(OCc1ccccc1)c1cc(S(=O)(=O)N2CCCCC2)ccc1N1CCOCC1	-6	25	3	10	4	7	-3	-1
77	C=CCC1(C)C(=O)N(c2ccccc2)c2ccccc21 (centres undefined)	12	-1	-1	20	3	-6	-3	-4
78	COc1ccc(CC(=O)Nc2cccc(S(=O)(=O)N3CCOCC3)c2)cc1OC	-22	-7	-2	11	6	-7	-1	-2
79	COc1cccc(-c2cccc(NC(=O)C3CCN(Cc4cnn(C)c4)CC3)c2)c1	13	11	3	19	21	3	-4	5
80	CCOc1ccc(N(C(C)C(=O)NC2CCCCCC2)S(C)(=O)=O)cc1 (centres undefined)	-2	7	-6	16	-10	1	-3	6
81	N#Cc1cccnc1N1CCC(C(N)=O)CC1	-12	-6	5	-6	-1	-4	-7	1
82	CC(=O)c1cc(C#N)c(SCc2ccc(F)cc2)nc1C	-2	nt	6	23	15	11	0	-9
83	CC(=O)Nc1ccc(S(=O)(=O)c2ccc(N)cc2)cc1N	-9	9	7	6	-10	0	-3	0
